# High-throughput results deposited in PubChem by several laboratories.
# NCF1 inh: p47phox/p22phox peptide binding inhibitors, primary screen, biochemical, uHTS, NADPH oxidase regulatory subunit. Neutrophil cytosol factor 1 (Homo sapiens), P14598. fluorescence polarization, 2 h. 220,000 tested, 0.53% active. inhibition, % at 24.7 µM;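 active = inhibition above about 30%, limit read from the data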;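 also: 0% = p47phox with labelled peptide and 100% = labelled peptide alone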
# Target sequence (P14598 whole entry, looked up): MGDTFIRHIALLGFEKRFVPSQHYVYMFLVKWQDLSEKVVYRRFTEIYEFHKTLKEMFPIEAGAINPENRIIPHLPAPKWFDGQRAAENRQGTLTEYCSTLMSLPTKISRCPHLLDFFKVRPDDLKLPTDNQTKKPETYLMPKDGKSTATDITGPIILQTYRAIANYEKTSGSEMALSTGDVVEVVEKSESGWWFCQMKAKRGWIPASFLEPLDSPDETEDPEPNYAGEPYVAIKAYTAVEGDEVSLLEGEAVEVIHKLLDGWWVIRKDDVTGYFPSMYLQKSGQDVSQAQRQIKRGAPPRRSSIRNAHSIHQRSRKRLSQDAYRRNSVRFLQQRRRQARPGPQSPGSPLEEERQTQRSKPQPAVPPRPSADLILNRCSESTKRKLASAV
# Mdm2 ligase inh: MDM2-luciferase reporter signal enhancers, primary screen, MDM2 E3 ligase inhibitor project, cell-based, luminescence, 1536-well | E3 ubiquitin-protein ligase Mdm2 (Homo sapiens), Q00987 | cell-based MDM2 ubiquitination luciferase reporter, 2 h; 0 = plate control, 100 = twice control, blank-subtracted | signal enhancement, % at 5 µM | 210,000 tested, 0.11% active;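 active = signal enhancement of 30% or more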;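 also: luminescence tracks abundance of the self-degrading MDM2-luciferase fusion protein; higher signal means inhibition of MDM2 E3 ligase activity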
# Target sequence (Q00987 whole entry, looked up, the tested form may be a part): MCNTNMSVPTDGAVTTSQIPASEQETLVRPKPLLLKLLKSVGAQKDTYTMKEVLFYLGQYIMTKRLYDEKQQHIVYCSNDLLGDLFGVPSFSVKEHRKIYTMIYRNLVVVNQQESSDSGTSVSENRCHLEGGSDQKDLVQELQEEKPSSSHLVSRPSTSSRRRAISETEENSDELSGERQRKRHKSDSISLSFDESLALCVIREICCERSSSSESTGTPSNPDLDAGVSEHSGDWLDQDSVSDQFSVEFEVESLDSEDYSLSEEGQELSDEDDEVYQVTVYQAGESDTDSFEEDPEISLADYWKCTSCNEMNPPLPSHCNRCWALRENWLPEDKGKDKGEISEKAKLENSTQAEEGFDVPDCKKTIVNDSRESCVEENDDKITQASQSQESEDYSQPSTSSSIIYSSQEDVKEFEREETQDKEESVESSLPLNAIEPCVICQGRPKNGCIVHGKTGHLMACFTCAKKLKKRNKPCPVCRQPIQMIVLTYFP
#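 Test system: mammalian cells stably expressing self-ubiquitinating, self-degrading MDM2 E3–luciferase fusion; Amount: 2000 cells in each well; Medium: DMEM; Schedule: 4 h settle plus 2 h compound, 37 °C; Technique: SteadyLite luciferase luminescence after 15 min room-temperature reagent incubation; Benchmarks: plate control and blank wells.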
# 14-3-3 Bad inh: inhibitors of 14-3-3 zeta/Bad binding, primary screen, biochemical, TR-FRET, bovine 14-3-3 zeta. AID 781, 2007. 220,000 tested, 0.71% active. TR-FRET 14-3-3zeta/Dy647-pBad peptide displacement, 1 h. inhibition, % at 21.7 µM;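 active = inhibition above about 70%, limit read from the data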;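 also: 0% = full 14-3-3 plus peptide FRET controls and 100% = background without 14-3-3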
# L929 necroptosis: inhibitors of zVAD-triggered necroptosis, primary screen, L929 cells. L929 zVAD necroptosis rescue, ATP luminescence, 24 h; with zVAD 60 µM. 220,000 tested, 0.38% active. viability rescue, % at 10 µM;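 active = activation, scaled between plate controls, above about 75%, limit read from the data; inactive = activation under that limit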;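 also: 0% = zVAD with DMSO and 100% = DMSO alone without zVAD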
# Runt-CBFb FRET: inhibitors of RUNX1 Runt–CBFb binding, primary screen, biochemical, FRET, Cerulean-Runt, Venus-CBFb, uHTS; Runt-related transcription factor 1 (Homo sapiens) + Core-binding factor subunit beta …; Cerulean-Runt/Venus-CBFb FRET ratio 530/480, 1 h; inhibition, % at 20 µM; 220,000 tested, 0.46% active; AID 1496, 2009;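 active = inhibition over about 50% at 20 µM in the single-dose screen, limit read from the data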;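 also: 0% = DMSO wells and 100% = excess unlabeled CBFb competitor control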
#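 Schedule: protein complex preformed 1 h, compound exposure 1 h, room temperature, dark; test system: Cerulean-labeled Runt domain protein; amount: 100 nM per protein; buffer or medium: Tris 50 mM pH 7.5, KCl, K2SO4, 0.01% BSA; read-out: loss of energy transfer signal; detection: FRET fluorescence; controls: 5 µM unlabeled CBFb as full-inhibition high control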
# TbHK1 inh: Trypanosoma brucei hexokinase 1 inhibitors, primary screen, biochemical, G6PDH-coupled NADH absorbance, MLSCN library; hexokinase 1 [Trypanosoma brucei]; inhibition, % at 10 µM; 220,000 tested, 0.11% active; recombinant TbHK1, G6PDH-coupled NADH A340;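 active = inhibition of 50% or more in the single-dose primary screen; inactive = inhibition below 50%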
# EBV gp42 inh: Epstein-Barr virus gp42 inhibitors, primary screen, biochemical, uHTS, fluorescence polarization; inhibition, % (tested at 21.74 µM); 220,000 tested, 0.42% active; Fluorescence polarization binding assay, mP read-out; Glycoprotein 42 (Epstein-Barr virus (strain AG876)), Q1HVG2; in the data active = inhibition above about 50%
# Runt-SMMHC FRET: inhibitors of RUNX1 Runt–CBFb-SMMHC binding, primary screen, biochemical, FRET, Cerulean-Runt, Venus-CBFb-SMMHC, uHTS | Runt-related transcription factor 1 (Homo sapiens) + Core-binding factor subunit beta … | Cerulean-Runt/Venus-CBFb-SMMHC FRET ratio 530/480, 1 h | inhibition, % at 20 µM | 220,000 tested, 0.74% active;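 active = mean inhibition across duplicate retests at 20 µM reaching about 50%, limit read from the data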;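 also: 0% = DMSO wells and 100% = wells with excess untagged CBFb-SMMHC; inhibitors lower the FRET ratio by blocking Runt binding to CBFb-SMMHC; some results filed as inactive read as strong as hits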
# Hck-Nef inh: inhibitors of Nef-activated human Hck kinase, primary screen, biochemical, Z-Lyte FRET, 384-well, Hck-YEEI | Recombinant Hck-YEEI plus Nef, Z-Lyte FRET kinase assay | Tyrosine-protein kinase HCK (Homo sapiens), P08631 | 220,000 tested, 0.68% active | inhibition, % at 20 µM;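 active = Hck-Nef kinase inhibition above about 50%, limit read from the data; inactive = inhibition below that limit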;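 also: 0% = DMSO with Hck plus Nef and 100% = Hck alone without Nef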
# An asterisk follows results filed as active; . = no result given; [ ] = another dose, or the depositor's remark. An unsorted share of the library; about 3.2% have a hit in one of these screens.
molecule	EBV gp42 inh	Runt-SMMHC FRET	Mdm2 ligase inh	TbHK1 inh	Runt-CBFb FRET	NCF1 inh	L929 necroptosis	14-3-3 Bad inh	Hck-Nef inh
c1ccc(-c2cc(N3CCCCC3)nc(-c3ccccc3)n2)cc1	-16	-3	7	0	2	-6	0.5	-4	3
CC(C)N(C(=O)CSc1nnc(Cc2ccc3c(c2)OCO3)n1C)C(C)C	-7	-1	-20	3	0	0	5.4	1	23
Cc1cc2n(n1)SC(Nc1ccc(F)c(Cl)c1)N2 (stereo not given)	-12	8	.	6	11	-33	0.4	1[fluorescence artefact?]	2
CS(=O)(=O)Nc1ccccc1C(=O)Nc1ccc2c(c1)OCCO2	-12	-1	-15	-17	2	-13	0.6	-2	-1
CCOC(=O)N1CCN(c2c(NCc3cccs3)c(=O)c2=O)CC1	-6	2	-16	-6	0	-17	2.7	7	2
CCOc1cc(N2CCOCC2)c(OCC)cc1NC(=O)COc1ccccc1[N+](=O)[O-]	5	-2	-2	-4	-3	0	3.1	-2	11
CN1CCc2c(OCC(=O)N3CCCc4ccccc43)cccc2C1=O	5	2	0	-10	-2	2	0.5	0	-4
Cc1ccc(NC(=O)CN2CCN(c3ccccn3)CC2)cc1S(=O)(=O)N(C)C	-5	4	2	-3	-2	-6	4.2	5	3
O=C(Nc1ccccn1)[C@@H]1CCC(=O)N1C(=O)OCc1ccccc1	-14	-6	-11	3	-1	-2	9.0	2	0
CN(Cc1ccccc1)c1nc2c(c(=O)[nH]c(=O)n2C)n1CCCc1ccccc1	-7	2	-11	5	-5	2	-0.5	-10	3
O=C(Nc1ccc2c(c1)C(=O)NC2=O)c1ccc(Cl)s1	-7	-15	4	-26	-6	-22	0.3	28	20
CCCCN1C(N)=NC[C@@H]1Cc1ccc(O)cc1	-3	1	13	5	0	-3	0.1	-2	29
Cc1c(NC(=S)/C=C2\N(C)c3ccccc3C2(C)C)c(=O)n(-c2ccccc2)n1C	-14	-8	-19	-18	7	-32	-0.3	-16[fluorescence artefact?]	0
Cc1ccc(S(=O)(=O)/N=C(/Nc2ccc3[nH]c(=O)[nH]c3c2)c2ccccc2)cc1	2	0	1	-6	0	-8	11	-4	21
O=C(CSCc1ccccc1)NCCCN1CCOCC1	-6	0	-15	-11	-1	7	-0.3	-3	8
CCn1c(SCC(=O)N2CCOCC2)nc2ccccc21	2	-5	1	3	3	-5	-1.0	-5	23
CC(C)NS(=O)(=O)c1ccc(NC(=O)NC2CCCCC2)cc1	2	3	-10	36	0	-10	3.1	-7[fluorescence artefact?]	1
O=C(c1cccnc1)N1CCN(c2ccc(Cl)cc2)CC1	-2	-6	-6	-2	-1	1	.	-11	-10
O=C(NC1CCCCC1)c1cc2ccccc2cc1O	-10	14	5	-3	6	-10	1.8	-13	-46
COc1cc(OC)cc(C(=O)NCCOC23CC4CC(CC(C4)C2)C3)c1	-12	-6	3	-12	-4	3	57	-7	20
CC(C)CNS(=O)(=O)c1ccccc1C(=O)N1CCCCC1	-29	2	-6	40	0	4	-0.7	1	1
CCOC(=O)Cn1c(=NC(=O)C2CC2)sc2c(C)cc(C)cc21	5	1	-15	0	1	18	0.1	3	-3
Cc1cccc(C)c1-n1c(C)cc(/C=N\Nc2ccc([N+](=O)[O-])cn2)c1C	-18	-13	-18	-8	-5	-13	5.6	8[fluorescence artefact?]	0
O=C(Nc1ccc(Cc2ccc(NC(=O)N3CCOCC3)cc2)cc1)N1CCOCC1	-4	1	-6	-3	0	11	6.0	-3[fluorescence artefact?]	-2
CCCNC(=O)CN(C)C(=O)c1n[nH]c2ccccc12	2	0	-28	3	-2	-4	0.2	-9[fluorescence artefact?]	0
CN(C)CCNC(=O)c1ccc(COCC(F)(F)F)cc1	-15	-2	-4	9	0	-3	0.6	11	3
COc1ccc(-c2cc(C(=O)O)no2)cc1	4	1	4	0	0	4	12	-11	20
CCOC(=O)C(Cc1ccc(NC(=O)/C(=C/c2ccccc2)NC(=O)c2ccccc2)cc1)N1C(=O)c2ccccc2C1=O (stereo not given)	2	0	-2	-10	.	-7	-0.1	-12	-1
COC(=O)c1cc(NC(=O)Cn2c(=O)cnc3ccccc32)cc(C(=O)OC)c1	-21	6	3	0	-3	-1	1.1	20	22
COc1ccccc1CC(=O)Nc1ccc(F)cc1F	4	-6	-10	5	0	7	0.8	-3	22
COCC(=O)Nc1cc(OC)ccc1OC	-11	2	-14	0	1	4	0.4	9	6
COc1ccc(/C=C/C(=O)OCC(=O)NCCC2=CCCCC2)cc1	-15	5	-24	-3	-2	-11	-0.5	-3	22

# Some of the entries above, set out differently.
# Each structure is followed by: EBV gp42 inh, Runt-SMMHC FRET, Mdm2 ligase inh, TbHK1 inh, Runt-CBFb FRET, NCF1 inh, L929 necroptosis, 14-3-3 Bad inh, Hck-Nef inh
COc1ccccc1CC(=O)Nc1ccc(F)cc1F
  4, -6, -10, 5, 0, 7, 0.8, -3, 22
CN(C)CCNC(=O)c1ccc(COCC(F)(F)F)cc1
  -15, -2, -4, 9, 0, -3, 0.6, 11, 3

# The list goes on:
molecule	EBV gp42 inh	Runt-SMMHC FRET	Mdm2 ligase inh	TbHK1 inh	Runt-CBFb FRET	NCF1 inh	L929 necroptosis	14-3-3 Bad inh	Hck-Nef inh
O=C1NC[C@@H](Cc2ccc(O)cc2)N(CCc2cccc3ccccc23)C1=O	-19	-6	-14	-7	4	0	-0.4	19	19
O=C(O)CCCn1cc(NC(=O)COc2ccc([N+](=O)[O-])cc2)cn1	-23	1	-17	-18	1	-5	0.0	1	-4
O=C1CCNc2c(Cl)cccc21	13	-20	-5	-11	-89	-6	0.2	-15	-22
O=C(Nc1ccccn1)C12CC3CC(C1)CC(C(=O)Nc1ccccn1)(C3)C2	-1	-2	-7	-4	2	-6	1.5	-2	3
N/C(=N\O)c1ccc(NC(=O)c2ccc(Br)o2)cc1	-13	3	-8	2	0	-18	-0.9	8	0
CC(=O)Nc1ccc(NC(=O)C2CCCN2S(=O)(=O)c2cccc3nsnc23)cc1 (stereo not given)	-13	-1	-7	-7	2	-3	3.9	-16	23
CC(=O)Nc1ccc(S(=O)(=O)Oc2ccc3c(c2)C(C)=CC(C)(C)N3)cc1	11	-2	-3	16	4	0	1.1	-24	3
COc1ccc(C2/C=C\CN(C(=O)C3CC3)CC(=O)N2Cc2ccc(F)cc2)cc1 (stereo not given)	-9	0	-10	6	-1	-8	-0.4	-5	27
Cc1cccnc1NC(=O)CCCN1C(=O)c2ccccc2C1=O	-20	0	-16	0	-2	-23	-0.2	2	1
COc1cc2c(cc1NC(=O)/C=C/c1cc(OC)c(OC)c(OC)c1)oc1ccccc12	-11	-15	-12	-20	-10	-14	3.9	-4	0
O=C(CN1CCC(C(=O)c2cccc(F)c2)CC1)NCc1cccs1	2	3	.	4	1	-9	0.4	-7	-1
O=C(/C=C/c1cccs1)c1ccc(N2CCOCC2)cc1	-9	-20	-64	-10	-8	-1	43	6	28
Cc1ccc(C)c(-n2c(CNC(=O)c3ccco3)nnc2SCC(=O)N2CCc3ccccc32)c1	-4	11	-13	3	-1	3	0.3	1	2
O=C(N/N=C/c1ccc([N+](=O)[O-])o1)c1cc(-c2cccc(Br)c2)nc2ccccc12	-7	-7	-6	1	-7	-21	12	0	1
CCn1c(=O)c2c(nc3n2CC(C)CN3CCc2ccccc2)n(C)c1=O (stereo not given)	-27	-2	-25	-2	0	4	-0.3	-10	-1
CCOC(=O)c1c(NC(=O)CCC(=O)O)sc2c1CC(C)(C)OC2	-6	4	5	-9	0	-5	0.0	-6	-1
COc1cccc(NC(=O)CSc2nncn2-c2ccccn2)c1	3	-2	-11	6	2	-9	0.8	-3	2
O=C(O)c1ccc2c(c1)-c1nc3ccccc3n1C2=O	-8	-1	2	-4	0	-13	1.0	-3	9
CCC(C)NC(=S)Nc1ccc2nc(N3CCN(CC)CC3)cc(C)c2c1 (stereo not given)	4	2	-8	-12	2	2	3.0	-2	5
CCOC(=O)c1cc2c(=O)[nH]ccc2nc1C(F)(F)F	-4	0	3	-26	-1	-8	0.6	5	-9
Oc1ccc(NC(=S)N=Nc2c(O)[nH]c3ccc(Br)cc23)cc1	0	5	15	-3	6	-4	4.8	-24	23
Cc1ccc(CCN2C(=O)CCC2(C)C(=O)NCc2cccnc2)cc1 (stereo not given)	-21	1	-17	-4	0	5	-0.2	0	3
COc1cccc(-n2nc(-c3ccnn3-c3ccccc3)c(=O)n(C)c2=O)c1	-26	-4	-17	-10	-1	-4	-0.3	6	-2
CCOc1nc(Nc2ccc(OC)c(Cl)c2)nc(N2CCN(c3ccc(OC)cc3)CC2)n1	-11	1	-17	-23	0	-3	-1.5	-10	-1
COc1ccc(S(=O)(=O)Nc2cccc(N(C)S(C)(=O)=O)c2)cc1C	3	-2	-11	1	0	3	0.0	6	0
O=C(COc1ccc(S(=O)(=O)N2CCCC2)cc1)Nc1ccc2c(c1)OCCO2	2	-1	-8	2	2	0	0.6	-9	27
Cc1ccc(-n2c(C3CC3c3ccc(Cl)cc3)n[nH]c2=S)cc1 (stereo not given)	-1	11	-5	-5	-18	-8	-0.8	3	-4
COc1ccc(N(CC(=O)Nc2cc(OC)ccc2OC)S(C)(=O)=O)cc1	-11	2	-2	-3	-1	2	2.2	10	-9
COc1ccccc1NC(=S)NC(=O)c1ccc(-c2ccc(Cl)cc2)o1	6	3	-4	-24	1	-5	0.1	-3	0
O=C(NC1CCCCC1)c1sc(N2CCOCC2)nc1-c1ccccc1	-16	-4	-10	32	-4	0	0.9	-29	1
COc1ccccc1NC(=O)CSc1nc2ccccc2cc1Cc1ccccc1	-13	3	-9	-1	1	-9	-0.1	-16	-1
OCCN1CCN(CC(O)C(F)(F)F)CC1 (stereo not given)	-2	-5	2	2	0	-7	0.5	-25	-7
O=C(N/N=C/c1cccc(F)c1)NC1CCCCC1	-16	0	-9	0	9	-5	1.6	-4	-1
